Assay outcomes deposited in PubChem BioAssay by The Scripps Research Institute Molecular Screening Center.
TTR transcr act: activators of transthyretin transcription | SH-SY5Y TTR promoter Gaussia luciferase, luminescence; 100% = recombinant luciferase protein wells | activation, % at 16.7 µM | hit rate 1.3% among 92,000;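 active means activation above the mean of all tested compounds plus 3 SD, cut at about 9.5% in these data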;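 further: cells exposed to compounds for one day before reading; 0% = median of all test compound wells on the plate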
Numbers without * were called inactive.

item	SMILES	TTR transcr act
1	CC(=O)c1cccc(NC(=O)c2ccccc2N(C)S(=O)(=O)c2ccc(C)cc2)c1	-1.7
2	Cc1cccc(NC(=O)COC(=O)C(NC(=O)c2cccc(S(=O)(=O)N3CCOCC3)c2)C(C)C)c1 (stereo not given)	-1.2
3	CCOC(=O)N1CCC(NS(=O)(=O)c2ccc3c(c2)CCN3C(C)=O)CC1	-0.6
4	COC(=O)c1ccc(CSc2nnc(-c3ccccc3)n2C)o1	-0.5
5	O=Cc1ccc(OC(=O)c2cc(Cl)nc3ccccc23)cc1	-0.3
6	CC(=O)NC(C)C(=O)OCC(=O)c1ccc(Cl)s1 (stereo not given)	-0.9
7	CCOC(=O)C1CCN(c2c(NCc3ccc(C(=O)N(C)Cc4ccccc4)cc3)c(=O)c2=O)CC1	-2.0
8	COC(=O)C1=CN(Cc2cccs2)C=C(C(=O)OC)C1c1ccc(OC)cc1OC	0.2
9	O=C(Nc1ccc2c(c1)OCCO2)C1CCN(c2ncccn2)CC1	-2.5
10	O=C(c1ccc(C#CC2(O)CCCCC2)cc1)N1CCN(C(c2ccccc2)c2ccccc2)CC1	1.9

Next compounds follow:
item	SMILES	TTR transcr act
11	Cc1ccc(NC(=S)NC(=O)c2ccc(F)cc2)cc1S(=O)(=O)Nc1cccc(Cl)c1	-1.1
12	CCOC(=O)N1CCN(C(=O)CCn2nc(-c3ccccc3)ccc2=O)CC1	-0.1
13	COc1cc(C(=O)NCC(=O)N/N=C/c2ccc(-c3ccc([N+](=O)[O-])cc3)o2)cc(OC)c1OC	-1.8
14	CCOC(=O)CCn1c2nc(C)cc(C)c2c(=O)n1-c1ccccc1	0.6
15	CCCc1nnc(-c2ccc(OC)cc2)o1	12*
16	Cc1nc(N2C(=O)C(=O)/C(=C(/O)c3ccccc3)C2c2ccco2)sc1C (stereo not given)	-3.5
17	O=C(Cc1cccs1)NC(Cc1c[nH]c2ccccc12)C(=O)O (stereo not given)	1.9
18	CN1CCc2c(n(CC(O)CN3CCN(CCO)CC3)c3ccccc23)C1=O (stereo not given)	3.6
19	NC(=O)c1ccsc1NC(=O)C1CC1	0.9
20	O=C(c1ccc(S(=O)(=O)N2CCOCC2)cc1)N(c1ccc(F)cc1)C1C=CS(=O)(=O)C1 (stereo not given)	3.2

Next compounds follow.
item	SMILES	TTR transcr act
21	CC(=O)c1coc2ccc(OCC(=O)O)cc12	-1.4
22	CCC1(C)Cc2ccccc2-c2[nH][nH]c(=O)c21 (stereo not given)	-1.8
23	O=C(Cc1ccc(NC(=O)C2CCN(C(=O)C3CCCCC3)CC2)cc1)Nc1ccc(C(=O)N2CCOCC2)cc1	-1.1
24	CC(=O)C1=C(O)CC(C)(C)CC1=NCc1nc2ccccc2[nH]1	0.3
25	O=C(NC(=S)Nc1cc(C(F)(F)F)ccc1N1CCOCC1)c1sc2ccccc2c1Cl	2.2
26	COc1ccc(CCNC(=O)c2cnc3scc(C)n3c2=O)cc1OC	-1.4
27	CC(=O)Nc1ccc(/C=C(\C#N)S(=O)(=O)c2ccc(C)cc2)cc1	2.1
28	Cc1n[nH]c(=O)c2c(NC(=O)CSc3nc4ccccc4c(=O)n3CCCOC(C)C)oc(C)c12	0.2
29	COc1ccc(CCNC(=O)c2ccccc2)cc1	1.9
30	CCc1ccc(C(=O)NNc2ccc(C)c(Cl)c2)cc1	-1.2

Later entries:
item	SMILES	TTR transcr act
31	COc1cc(Br)c(C(C)NC(=O)c2cccc(Br)c2)cc1OC (stereo not given)	-1.3
32	O=C(NCc1cccs1)C1CCCN(C(=O)Nc2ccccc2)C1 (stereo not given)	0.2
33	COc1ccc(CCNC(=O)CN2CCC(C)CC2)cc1OC	0.2
34	O=C(COC(=O)/C=C/c1ccc2c(c1)OCO2)NC1CC1	2.0
35	O=C(/C=C/c1ccccc1Cl)NCCc1ccc(F)cc1	-1.2
36	COc1ccc(N2Cc3ccccc3C2=NC(=O)c2cccc([N+](=O)[O-])c2)cc1	0.2
37	Cc1cc2c(s1)c1cnn(Cc3c(Cl)ccc(C)c3F)c(=O)c1n2C	-0.6
38	Cc1ccc(C2NC(c3ccc(C)cc3)C(C)C(=NO)C2C)cc1 (stereo not given)	0.2
39	C=CCNc1sc(C(=O)c2ccc(Br)s2)c(N)c1C#N	1.6
40	Cc1ccccc1C(=O)Nc1nnc(S(=O)(=O)N2CCCCCC2)s1	0.1

(listing goes on)
item	SMILES	TTR transcr act
41	O=C(Nc1nnc(C2CC2)s1)c1cc(S(=O)(=O)N2CCCCC2)ccc1N1CCOCC1	1.8
42	Cc1ccc(S(=O)(=O)n2c([N+](=O)[O-])cnc2C)cc1C	3.0
43	O=C(Nc1ccccc1C(=O)NCc1cccnc1)c1ccc(Cl)cc1Cl	-0.1
44	FC(F)(F)c1cc(Oc2ccccc2)ncc1-c1nnc(-c2ccccc2Cl)o1	-0.7
45	CNC(=O)c1cc2cc(OC)ccc2n1CCN(Cc1ccccc1)Cc1ccccc1	0.4
46	O=c1c(-c2ccc(O)cc2)coc2cc(OC3OC(CO)C(O)C(O)C3O)ccc12 (stereo not given)	-0.6
47	Cc1cc(C)cc(NC(=O)CN2CCC(NC(=O)Cc3ccccc3)CC2)c1	-0.5
48	COc1ccc(N2CCN(C(C)C(=O)N3CC(C)OC(C)C3)CC2)cc1 (stereo not given)	1.7
49	CCOC(=O)c1ccc(NC(=S)Nc2ccccn2)cc1	-2.2
50	CC(=O)c1ccc(OCC(=O)N(CCC2=CCCCC2)c2c(N)n(Cc3ccccc3)c(=O)[nH]c2=O)cc1	-1.8

Further structures follow:
item	SMILES	TTR transcr act
51	CCc1nnc(NC(=O)CSc2ncc(-c3ccccc3)n2C)s1	-0.9
52	Clc1cccc(Cl)c1CO/N=C/c1c(-c2ccccc2)nc2n1CCS2	0.7
53	O=C(Cn1c(CC(=O)N2CCCC2)nc2ccccc21)NCc1ccccc1	0.0
54	Cc1ccc(C(=O)Nc2nc(-c3ccc([N+](=O)[O-])cc3)cs2)o1	-2.3
55	CCC1(c2ccccc2)NC(=O)N(CC(=O)NCc2ccc(C)cc2)C1=O (stereo not given)	-0.7
56	COc1ccc(CNC(=O)c2nn(C)c3c2CS(=O)(=O)c2ccccc2-3)cc1	-1.4
57	Cc1nn(-c2ccccc2)c(Cl)c1/C=N/Nc1ccc(S(=O)(=O)Nc2ccccc2C(=O)O)cc1[N+](=O)[O-]	0.5
58	Cc1cc2c(SCC(=O)NC3CCCCC3)ncnc2s1	1.8
59	O=C(NNC(=O)c1cccnc1)Nc1cccc2ccccc12	0.4
60	Cc1ccc(CNc2nc3ccc(C)cc3n3cnnc23)cc1	1.2

(further entries)
item	SMILES	TTR transcr act
61	N#Cc1cc(NC(=O)c2ccc(Cl)cc2)ccc1Sc1ccccc1	-3.9
62	CCC(=O)N1CCN(c2ccccc2NC(=O)c2ccc([N+](=O)[O-])o2)CC1	-2.3
63	CN(C)CCN1CCN([C@H]2CS(=O)(=O)N[C@@H]2COCc2ccccc2)CC1	0.8
64	CC(C)(C)[C@H]1C=C(C(=O)O)O[C@@H](OCc2ccc(CO)cc2)C1	6.3
65	Cc1ccc(S(=O)(=O)CCC(=O)OC(C)c2nnc(-c3cccs3)o2)cc1 (stereo not given)	-1.1
66	COC(=O)c1ccccc1Sc1c(/C=N/OCc2ccc(Cl)cc2)c(C(F)(F)F)nn1C	2.2
67	CCOc1ccccc1NC(=O)COC(=O)C1CCC(=O)N1 (stereo not given)	-0.3
68	COc1ccccc1N(C(=O)c1ccco1)C(C(=O)NC1CCCC1)c1ccncc1 (stereo not given)	-0.3
69	Cc1ccc(-c2ccc(C#N)c(=O)n2CC(=O)N(C)C)cc1	2.8
70	O=C(O)C1CCCCC1C(=O)NCCCCc1ccccc1 (stereo not given)	1.4

The list goes on.
item	SMILES	TTR transcr act
71	CCN(CC)C(=O)c1[nH]cnc1C(=O)NCC(=O)OC(C)(C)C	3.4
72	COC(=O)[C@]12C[C@H](CC(=O)NCc3cccc4ccccc34)C(=O)N(Cc3ccco3)C1=C[C@H](COCc1ccccc1)O[C@@H]2C	-0.5
73	COc1cccc(CN2CCN(Cc3ccc4c(c3)OCCO4)CC2CCO)c1 (stereo not given)	-1.0
74	Cn1c(=O)cc(SCC(=O)NCCN2CCN(c3ccccc3F)CC2)c2cc(Cl)ccc21	-0.3
75	O=C(Nc1ccc(-c2nnco2)cc1)c1ccccc1	5.0
76	CCOc1ccc(NC(=O)CCC(=O)NNC(=O)c2ccco2)cc1	-1.4
77	OCCc1c[nH]c2cc(F)ccc12	1.1
78	CC(NC(=S)Nc1ccc(Cl)cc1)C(c1ccccc1)N1CCOCC1 (stereo not given)	-0.7
79	COc1ccc(NC(=O)COC(=O)c2ccco2)c([N+](=O)[O-])c1	0.4
80	O=C(NNC(=O)c1cc2cc(Br)ccc2oc1=O)c1ccc(O)cc1	1.1

3 of the entries above in order of the TTR transcr act value, rising:
item	SMILES	TTR transcr act
76	CCOc1ccc(NC(=O)CCC(=O)NNC(=O)c2ccco2)cc1	-1.4
78	CC(NC(=S)Nc1ccc(Cl)cc1)C(c1ccccc1)N1CCOCC1 (stereo not given)	-0.7
77	OCCc1c[nH]c2cc(F)ccc12	1.1

Among those listed so far, 4 contain a cyano group.
item	SMILES	TTR transcr act
27	CC(=O)Nc1ccc(/C=C(\C#N)S(=O)(=O)c2ccc(C)cc2)cc1	2.1
39	C=CCNc1sc(C(=O)c2ccc(Br)s2)c(N)c1C#N	1.6
61	N#Cc1cc(NC(=O)c2ccc(Cl)cc2)ccc1Sc1ccccc1	-3.9
69	Cc1ccc(-c2ccc(C#N)c(=O)n2CC(=O)N(C)C)cc1	2.8

New compounds follow
item	SMILES	TTR transcr act
81	CCSc1ccccc1C(=O)NCc1ccc2c(c1)OCO2	6.7
82	Cc1ccc2nc(NC(=O)CN(C)S(=O)(=O)c3ccc(Br)s3)sc2c1	-6.5
83	O=C(CN1c2cccc3cccc(c23)S1(=O)=O)N1CCN(c2ccccc2)CC1	-0.4
84	CCCS(=O)(=O)N1CCN(CC2CC3C=CC2C3)CC1 (stereo not given)	2.0
85	O=C(CN1CCC(NC(=O)c2ccccc2F)CC1)Nc1ccc2c(c1)OCCO2	5.9
86	CCC(=O)NC(C)c1cc(Cl)c2ccccc2c1O (stereo not given)	2.3
87	CCn1c(=O)c(C)nn2c3ccccc3nc12	-1.1
88	Cc1cc(NC(=O)COC(=O)c2c(C)noc2C)ccc1Br	0.8
89	COc1ccc(N(C(=O)Cn2nnc3ccccc32)C(C(=O)NCc2ccco2)c2cccnc2)cc1 (stereo not given)	-0.6
90	CC(=O)Nc1ccc(S(=O)(=O)NNC(=S)NCC2CCCO2)cc1 (stereo not given)	3.6

Remaining list, next part.
item	SMILES	TTR transcr act
91	CC(C)OC(=O)CC1C(=O)NCCN1C(=S)NC(=O)c1ccccc1 (stereo not given)	0.1
92	O=C(NCC1CCCO1)C(=O)N/N=C/c1ccc(OCc2ccccc2Cl)cc1 (stereo not given)	0.8
93	CCCCN(C(=O)CSCC(=O)Nc1cccc(C)c1)c1c(N)n(CCCC)c(=O)[nH]c1=O	0.7
94	COCCNC(=S)N/N=C(\C)c1ccc(OC)cc1	3.5
95	CC1CCCN(C(=O)Cn2c3ccccc3c3nc4n(c(=O)c32)CCS4)C1 (stereo not given)	-0.5
96	O=C(Nc1ccccc1)c1cc([N+](=O)[O-])ccc1N1CCCCC1	0.1
97	O=C(NCCS(=O)(=O)N1CCCCCC1)c1ccc(F)cc1	-0.2
98	Cc1ccc(C(=O)NNC(=O)c2ccc(Br)s2)cc1S(=O)(=O)N1CCOCC1	-1.0
99	CCOC(=O)C1CCCN(c2c(N3CCN(C4CCCCC4)CC3)c(=O)c2=O)C1 (stereo not given)	0.0
100	COc1ccc(N2CCN(c3cc(=O)n(Cc4ccc(F)cc4)c(=O)[nH]3)CC2)cc1	3.2

Following part:
item	SMILES	TTR transcr act
101	O=c1cc(CN2CCN(c3ccccc3)CC2)nc2scc(-c3ccccc3)n12	6.9
102	COc1ccc(/C=C/C(=O)NC(=S)NCC2CCCO2)cc1 (stereo not given)	0.4
103	Cc1ccc(C(C)n2cc(C(=O)NCc3ccccn3)nn2)cc1 (stereo not given)	1.4
104	CC1CCCN(C(=O)Cn2c(=O)oc3cc(S(=O)(=O)N4CCCCC4)ccc32)C1 (stereo not given)	1.6
105	Cc1ccc2c(=O)n3c(nc2c1)C(Cc1ccc(O)cc1)NC(=O)c1cccnc1-3 (stereo not given)	1.6
106	CC12CCC(C(=O)Nc3ccncc3)(CC1O)C2(C)C (stereo not given)	0.5
107	Cn1c(N)c(C(=O)COC(=O)CNC(=O)c2ccccc2Cl)c(=O)n(C)c1=O	0.4
108	Cc1ccccc1-c1nc(NC(C)C)nc2cc(-c3ccccc3)sc12	-1.7
109	COC(=O)c1c(-c2c(Cl)cccc2Cl)noc1C(=O)NN	0.8
110	CCOC(=O)C1CCCN(C(=O)c2cc3c(C)nc4ccccc4c3o2)C1 (stereo not given)	3.7

Ordered by SMILES length (descending): part of the list above
item	SMILES	TTR transcr act
104	CC1CCCN(C(=O)Cn2c(=O)oc3cc(S(=O)(=O)N4CCCCC4)ccc32)C1 (stereo not given)	1.6
101	O=c1cc(CN2CCN(c3ccccc3)CC2)nc2scc(-c3ccccc3)n12	6.9
103	Cc1ccc(C(C)n2cc(C(=O)NCc3ccccn3)nn2)cc1 (stereo not given)	1.4

New compounds follow.
item	SMILES	TTR transcr act
111	CCc1cccc(C)c1NC(=O)CC(C)(C)CC(=O)O	1.0
112	CC(C(=O)Nc1ccccc1)C(=O)Nc1ccccc1	-0.1
113	Cc1cc(C)cc(NC(=O)CCc2c(C)nn(-c3ccc(N4CCCCC4)nn3)c2C)c1	-1.4
114	Nc1cc(N)nc(SCC(=O)N2CCN(S(=O)(=O)c3ccccc3)CC2)n1	0.2
115	COCCCNC(=O)CSc1nc2ccccc2c(=O)n1CCCC(=O)NCC1CCCO1 (stereo not given)	-0.4
116	O=C(COC(=O)c1cc(S(=O)(=O)N2CCOCC2)ccc1F)Nc1ccc2c(c1)OCO2	0.6
117	Clc1ccc(-c2cnc3n2CCCCC3)cc1	-1.1
118	CCC[C@H]1[C@@H](N(C)Cc2cccs2)CC[C@@]23CCCN2C(=O)CCC[C@@H]13	0.0
119	O=C(COC(=O)c1nc(Cl)ccc1Cl)Nc1ccccc1OC(F)F	-1.6
120	O=[N+]([O-])c1cc2c(cc1CN1CCN(CCOCCO)CC1)OCO2	0.0

TTR transcr act: entries above that show a hit
item	SMILES	TTR transcr act
15	CCCc1nnc(-c2ccc(OC)cc2)o1	12*

An excerpt; rates above refer to the full screens.
